Screening results deposited in PubChem by National Center for Advancing Translational Sciences (NCATS).
MCF10A rerep: A quantitative high throughput screen for small molecules that induce DNA re-replication in MCF 10a normal breast cells; MCF 10A DNA re-replication, Hoechst nuclear intensity, 48 h; Potency, µM (titrated, usually from 46.1 µM), inactives show at the top dose activity, positive = re-replication, hits mostly activators; 350,000 compounds, 2.9% hits; also: potency is read from the fitted curve at half-maximal effect; % of control where 0% means no effect; nearly all actives have a fitted effect of over 50% in size
HT1080 IDH1KD tx: qHTS for induction of synthetic lethality in tumor cells producing 2HG: qHTS for the HT-1080-IDH1KD cell line; HT-1080 IDH1 knockdown viability, ATP luminescence, 48 h; Potency, µM (titrated, usually from 46.1 µM), for the others: at the top dose activity, negative = toxicity, actives largely listed as cytotoxic; 360,000 compounds, 2% hits;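 also: potency is read from the fitted curve at half-maximal effect; 0% = DMSO wells and -100% = cell-free medium wells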
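Assay cells: HT-1080 with IDH1 knockdown, 750 per well, RPMI/5% FBS. Exposure: 48 h at 37 °C following 2 h pre-incubation. Read: CellTiter-Glo luminescence; fitted concentration-response, curve class assigned.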
KB-V1 cytotox: qHTS assay for MDR1-selective chemotherapeutics: Primary screen using the drug-selected MDR subline cells KB-V1; KB-V1 MDR cells viability, CellTiter-Glo, 72 h; 400,000 compounds, 3.4% hits; Potency, µM (doses to about 46.1 µM), for inactives: at the highest dose activity change, negative = cytotoxicity, usual class: cytotoxic; also: potency is read from the fitted curve at half-maximal effect; % is scaled to controls: 0 for no effect and ±100 for the full control effect; nearly all actives have a fitted effect of over 60% in size
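Cytotoxicity toward P-gp-expressing KB-V1 cells was determined as loss of CellTiter-Glo luminescence after 72 h at 37 degrees C. Compounds were tested in quantitative HTS format across a concentration range, with curves fitted to normalized data.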
ATXN2 expr inh: Primary qHTS for Inhibitors of ATXN expression; Potency, µM (doses to about 57 µM), for the others: at the top dose activity change, negative = inhibition, usual class: inhibitors; HEK-293 ATXN2-luciferase reporter, luminescence, 24 h; 360,000 compounds, 0.72% hits; also: potency is read from the fitted curve at half-maximal effect; % is scaled to controls: 0 for no effect and ±100 for the full control effect; nearly all actives have a fitted effect of over 55% in size
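ATXN2-luciferase reporter cells (luciferase flanked by upstream and downstream ATXN2 gene portions) were treated 24 h at 37 °C with compounds at up to 57 uM. SteadyGlo luminescence gave expression; GF-AFC fluorescence gave viability.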
S2 tox: Viability Counterscreen for Primary qHTS for Inhibitors of ATXN expression; S2 cells (HEK-293 line with an ATXN2-luciferase reporter) viability, CellTiter-Fluor protease fluorescence, 24 h; Potency, µM (top dose mostly 56.7 µM), hits mostly cytotoxic; 400,000 compounds, 0.49% hits; AID 651635, 2014; also: potency is read from the fitted curve at half-maximal effect; nearly all actives have a fitted effect of over 40% in size
SW480 rerep: A quantitative high throughput screen for small molecules that induce DNA re-replication in SW480 colon adenocarcinoma cells. SW480 DNA re-replication, Hoechst DNA content imaging, 48 h. Potency, µM (titrated, usually from 46.1 µM), without a hit: at the top dose re-replication activation, hits mostly activators. 340,000 compounds, 1.8% hits; also: potency is read from the fitted curve at half-maximal effect; % of control where 0% means no effect; nearly all actives have a fitted effect of over 55% in size
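Readout is total intensity of Hoechst-stained nuclei, excited at 405 nm and collected at 500-530 nm. Compound treatment lasted 48 hr at 37 C in 5% CO2 before staining.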
IL-1B inflam inh: qHTS for Inhibitors of Inflammasome Signaling: IL-1-beta AlphaLISA Primary Screen; activity change, % at 57.5 µM; THP-1 LPS/ATP IL-1B secretion, AlphaLISA, 16 h; hits give low values; 360,000 compounds, 4.7% hits; AID 743279, 2014; in the data active = activity change below about -50%; inconclusive = mostly about -30% to -49%; also: % is scaled to controls: 0 for no effect and ±100 for the full control effect
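THP-1 cells pretreated 1 hr with compounds (up to 57.5 uM final), then stimulated with LPS (250 ng/mL final) plus ATP (1.25 mM final); secreted IL-1B measured by AlphaLISA after 16 hr, decreased signal indicating inhibition.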
KB-3-1 cytotox: qHTS assay for MDR1-selective chemotherapeutics: Primary screen using the parental adenocarcinoma cell KB-3-1. KB-3-1 viability, CellTiter-Glo ATP luminescence, 72 h. Potency, µM (highest dose often 46.1 µM), for inactives: at the top dose activity change, negative = cytotoxic, most hits filed as cytotoxic. 400,000 compounds, 1.4% hits. AID 1347075, 2019; also: potency is read from the fitted curve at half-maximal effect; % is scaled to controls: 0 for no effect and ±100 for the full control effect; nearly all actives have a fitted effect of over 60% in size
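Cytotoxicity in the drug-sensitive parental line KB-3-1 was scored as loss of CellTiter-Glo luminescence following 72 h incubation with compound. Values come from curve fitting of normalized concentration-response data.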
HT1080NT lethal: qHTS for induction of synthetic lethality in tumor cells producing 2HG: qHTS for the HT-1080-NT fibrosarcoma cell line; HT-1080-NT fibrosarcoma viability, CellTiter-Glo ATP luminescence, 48 h; Potency, µM (top dose mostly 46.1 µM), for inactives: at the top dose activity, negative = less viability, actives largely listed as cytotoxic; 360,000 compounds, 1.6% hits; AID 686970, 2013;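 also: NT is the 2HG producing partner of a matched IDH1 knockdown line; potency is read from the fitted curve at half-maximal effect; 0% = DMSO-treated cells and -100% = media-only wells without cells; nearly all actives have a fitted effect of over 55% in size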
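Read-out is CellTiter-Glo luminescence after 10 minutes at room temperature, following 48 hours' compound treatment of HT-1080-NT cells (750 cells/well, RPMI, 5% FBS, 37 degrees C).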
* = called active by the depositor; i = inactive; ? = inconclusive; . = not tested or not shown; [ ] = another dose, or the depositor's remark. Unless noted, calls follow the shape of the dose curve; as a rule, active = well fitted curve in the direction sought with a large enough effect; inconclusive = small, poorly fitted or top-dose-only effect, or another doubt; inactive = no such curve, though single readings can be large; an effect the other way counts as inactive or inconclusive.

Fields: KB-V1 cytotox, MCF10A rerep, SW480 rerep, HT1080 IDH1KD tx, HT1080NT lethal, ATXN2 expr inh, IL-1B inflam inh, S2 tox, KB-3-1 cytotox
(1) Cc1ccc(NC(=O)C2CCN(c3nc4ccccc4nc3C(F)(F)F)CC2)cc1F
 : -22%, ., ., ., ., ?, ., i, -14%
(2) CCC(=O)c1ccc(OCCSc2ncccn2)cc1
 : -51%, -1%[9.22 µM], 4%, 4%, 10%, 7%, -6, i, -2%
(3) COc1ccccc1NS(=O)(=O)c1cccc(C(=O)N2CC(C)OC(C)C2)c1 (centres undefined)
 : 16%, 0%, -7%, 15%, 9%, -8%, 2, ?, -15%
(4) Cc1cccc2cc(CN(Cc3nnnn3Cc3ccco3)C3CCCC3)c3nnnn3c12
 : 12µM*, ?, 6%, -2%, 5%, -7%, -26, ?, -28%
(5) O=C(O)CNC(=O)c1ccccc1F
 : ?, 14%, -1%, 15%, 20%, 6%, 11, i, 9%
(6) O=C(Nc1cn(-c2ccccc2)nc1-c1ccc(Cl)cc1)c1ccccc1
 : ?, -5%, -4%, 4%, -1%, 6%, 4, i, 6%
(7) O=c1c2ccccc2nc(-c2cccs2)n1-c1cccc2ccccc12
 : 23µM*, 22%, -131%[inhibitor], 1%, 3%, -10%, -1, ?, ?
(8) COc1ccc(OCc2cccc(C(=O)NN)c2)cc1
 : ?, 16%, -3%, 2%, 5%, 2.2µM*, -26, i, 2%
(9) O=C(CCCN1C(=O)/C(=C\c2cccs2)SC1=S)Nc1ccccc1O
 : -27%, ., ., -15%, -12%, ., -5, i, -10%
(10) CC(C)(C)c1ccc(CS(=O)(=O)CC2(O)CCN(C(=O)c3cccc(C(F)(F)F)c3)CC2)cc1
 : -4%, -4%, 2%, -10%, -5%, ., 13, ., -1%
(11) O=C(/C=C/Nc1ccc(F)cc1)c1ccco1
 : 13%, -1%, 3%, -11%, 0%, 58%[activator], 14, i, -1%
(12) COC(=O)CN(C)C(=O)c1ccc(OC)c(OC2CCN(C(C)C)CC2)c1
 : -8%, 1%, 5%, 8%, 9%, 42%[activator], 9, i, 3%
(13) Cc1cc(Cl)ccc1OC(C)C(=O)Nc1ccccc1N1CCOCC1 (centres undefined)
 : ?, ?, 9%, -16%, 0%, -23%, -58*, ?, -8%
(14) CC(=O)CCc1c(C)nc2ccc(C(=O)O)cc2c1Cl
 : ?, -14%, -6%, 13%, 15%, 1%, 8, i, 3%
(15) CC(C)c1ccc(/C=C2\Oc3c(ccc(O)c3CN3CCN(C)CC3)C2=O)cc1
 : -16%, ?, ?, -9%, 1%, -1%, ?, ., 0%
(16) COc1ccc(/C=C(\C#N)C(=O)OCC(=O)Nc2ccc(C(C)(C)C)cc2)cc1
 : 0%, 4%, 1%, 4%, 4%, 13%, 7, i, 1%
(17) O=C(CCS(=O)(=O)c1ccccc1)Nc1ccc(S(=O)(=O)Nc2ncccn2)cc1
 : -1%, ?, -6%, 14%, 0%, 19%, 1, i, -14%
(18) Cn1c(=O)[nH]c(=O)c2c1nc(N1CCCC1)n2CC(O)COc1ccccc1 (centres undefined)
 : 15%, ?, -2%, 2%, -15%, 1%, 19, i, -13%
(19) Clc1ccc(-c2csc(N/N=C/c3cccnc3)n2)c(Cl)c1
 : -13%, ?, ?, -12%, ?, -14%, 95, i, ?
(20) Cc1ccc(CNc2nc3ccccc3n2C)cc1
 : 0%, ?, -1%, -6%, -8%, 7%, -4, i, 2%

The list goes on, starting with the last two of the part before.
Fields: KB-V1 cytotox, MCF10A rerep, SW480 rerep, HT1080 IDH1KD tx, HT1080NT lethal, ATXN2 expr inh, IL-1B inflam inh, S2 tox, KB-3-1 cytotox
(19) Clc1ccc(-c2csc(N/N=C/c3cccnc3)n2)c(Cl)c1
 : -13%, ?, ?, -12%, ?, -14%, 95, i, ?
(20) Cc1ccc(CNc2nc3ccccc3n2C)cc1
 : 0%, ?, -1%, -6%, -8%, 7%, -4, i, 2%
(21) Cc1ccccc1CSc1cn(CCNC(=O)c2cccs2)c2ccccc12
 : ?, ., ., ., ., ?, ., ?, ?
(22) O=C(CSc1nnc(COc2ccccc2)o1)N1CCCC1
 : 0%, -8%, -26%, 1%, 6%, 3%, 7, i, 8%
(23) O=C(Nc1cccnc1)c1ccccc1-c1nc(-c2ccccc2F)no1
 : ?, 18%, -2%, ?, -5%, 4%, -12, i, 0%
(24) Cc1nn(-c2ccccc2)c2sc(C(=O)OC3CCOC3=O)cc12 (centres undefined)
 : -3%, -10%, -7%, 6%, 6%, 0%, 15, i, -2%
(25) COc1cccc(CNC(=O)c2ccc3c(c2)N(C)C(=O)C2CCCCN32)c1 (centres undefined)
 : 6%, ., ., ., ., 14%, ., i, 9%
(26) CCOC(=O)c1sc(/N=C/c2ccc(O)cc2O)cc1C
 : 2%, 25%, 21%, -2%, 0%, 35%[activator], -14, i, 16%
(27) CC(C)C(=O)Nc1ccc(COc2ccccc2CN(Cc2ccccc2)C(=O)OC(C)(C)C)cc1
 : 0%, ?, 27%, ?, -9%, 87%[activator], -24, i, -8%
(28) Nc1ccc2cc3ccc(N)cc3nc2c1
 : ., -21%, -14%, ., ., 2.5µM*, ., ?, .
(29) CCCc1nnc(SCc2ccc(OC)cc2)n1N
 : 12%, 0%, -4%, 21%, 24%, -6%, -7, i, 19%
(30) COC(=O)c1ccc(Sc2ccc(Cl)cc2)c(N)c1
 : 22%, -19%, 1%, -23%, -1%, 0%, 10, i, 8%

Continued; it opens with the 6 that closed the last part.
Fields: KB-V1 cytotox, MCF10A rerep, SW480 rerep, HT1080 IDH1KD tx, HT1080NT lethal, ATXN2 expr inh, IL-1B inflam inh, S2 tox, KB-3-1 cytotox
(25) COc1cccc(CNC(=O)c2ccc3c(c2)N(C)C(=O)C2CCCCN32)c1 (centres undefined)
 : 6%, ., ., ., ., 14%, ., i, 9%
(26) CCOC(=O)c1sc(/N=C/c2ccc(O)cc2O)cc1C
 : 2%, 25%, 21%, -2%, 0%, 35%[activator], -14, i, 16%
(27) CC(C)C(=O)Nc1ccc(COc2ccccc2CN(Cc2ccccc2)C(=O)OC(C)(C)C)cc1
 : 0%, ?, 27%, ?, -9%, 87%[activator], -24, i, -8%
(28) Nc1ccc2cc3ccc(N)cc3nc2c1
 : ., -21%, -14%, ., ., 2.5µM*, ., ?, .
(29) CCCc1nnc(SCc2ccc(OC)cc2)n1N
 : 12%, 0%, -4%, 21%, 24%, -6%, -7, i, 19%
(30) COC(=O)c1ccc(Sc2ccc(Cl)cc2)c(N)c1
 : 22%, -19%, 1%, -23%, -1%, 0%, 10, i, 8%
(31) CC(C)CNS(=O)(=O)c1ccc(Br)cc1N1CCC[C@@H]1CO
 : 2%, -10%, 4%, 9%, 6%, 0%, 5, i, 1%
(32) COc1ccccc1N1CC(C(=O)OC(C)C(=O)Nc2ccc(F)cc2)CC1=O (centres undefined)
 : 23%, ., ., -1%, 5%, ., 1, i, 3%
(33) Cc1cc2ncc(Cl)nc2cc1C
 : 5%, -2%, -4%, 16%, 13%, 1%, -5, i, 7%
(34) Fc1ccc(-n2c(Cc3ccccc3)nnc2SCc2nc(-c3ccc(Cl)cc3)no2)cc1
 : 15µM*, ?, 19%, ?, -1%, ?, -23, ?, 3%
(35) CCOc1ccc(S(=O)(=O)N2CCc3ccccc3C2)cc1
 : -17%, 1%, -1%[9.22 µM], -11%, -1%, 3%, 1, i, -4%
(36) Cc1ccc(NC(=O)C2CCN(S(=O)(=O)c3cccc4nsnc34)CC2)cc1
 : 0%, ., ., ., ., -16%, ., i, -17%
(37) CCCCCCSc1ccc([C@H]2N[C@@](CC(C)C)(C(=O)OC)[C@H]3C(=O)N(CC)C(=O)[C@@H]23)cc1
 : -1%, 6%, -6%, 1%, -13%, 1%, 16, i, 1%
(38) Cc1ccc(OCC(=O)NC2CCCC2)c(C)c1
 : ?, -1%, -11%, -2%[9.24 µM], 0%, 25%, -8, i, ?
(39) COc1ccc(NC(=O)c2ccc(N3C(=O)C4CC=C(Cl)CC4C3=O)cc2)cc1 (centres undefined)
 : 14%, -6%, -12%, -23%, -23%, ., 41, i, 17%
(40) CN(C)S(=O)(=O)c1ccc2c(c1)nc(CCC(=O)NCCc1ccc(Cl)cc1)n2C
 : ?, 14%, -2%, -9%, 0%, 0%, 23, i, -5%
(41) CC1CCC(NC(=O)Nc2cccs2)CC1 (centres undefined)
 : 5%, -1%, -5%, -3%, -6%, 45%[activator], 0, i, -9%
(42) Cc1cc(C)nc(N(C#N)Cc2ccc([N+](=O)[O-])cc2)n1
 : 2%, -5%, -16%, -11%, -2%, 0%, 16, i, 3%
(43) CCc1cc(SC#N)cc(C)c1N
 : 0%, ?, -1%, -17%, 6%, ., -93*, i, 10%
(44) Cc1cccc(C)c1NC(=O)CNC(=O)c1c(C)nn(-c2ccccc2)c1Cl
 : 0%, 7%, -2%, 5%, 4%, -3%, 15, i, 5%
(45) CCOC(=O)C(=O)Nc1ccccc1C(N)=O
 : 10%, 0%, 0%, 19%, 20%, -5%, 0, i, 4%
(46) CC1(C)Cc2c(sc3[nH]c(=O)n(CC(=O)NCC4CCCO4)c(=O)c23)CO1 (centres undefined)
 : 23%, -2%, ?, 10%, 0%, 5%, 16, i, -16%
(47) O=C(CN1C(=O)NC2(CCCC2)C1=O)N1CCN(Cc2ccccc2)CC1
 : 0%, -21%, 121%, -1%, 5%, 20%, 29, i, 6%
